Screens as filed in PubChem BioAssay.
KCNH2 3.1 inh – KCNH2 3.1 (human) potassium channel inhibition | actives 0.95% (n = 340,000) | AID 720553 | activity change, % (tested at about 1.8 µM) | U2OS KCNH2 3.1, thallium flux FluxOr; hits give low values;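 active = maximum activity change below -70%; inconclusive = maximum activity change from -70% to -50%; inactive = maximum activity change above -50%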;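 note: thallium influx rate constant from kinetic fluorescence after stimulation buffer; % is set by controls: 0 for no effect and ±100 for the full control effect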
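Virally transduced U2OS (3.1 isoform, 4 h infection in dark at RT) → overnight 37 C → FluxOr + Red40 in HBSS/HEPES, 45 min → stimulation buffer, 2 min kinetic read → rate constant vs DMSO controls.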
ELG1 genotoxic – genotoxicity induction in ELG1-luciferase HEK293T cells; actives 1.3% (n = 330,000); Potency, µM (highest dose often 46 µM), for inactives: at the highest dose activity change, positive = activation, most hits filed as activators; HEK293T ELG1-luciferase reporter, luminescence, 16 h; note: potency is the fitted concentration of half-maximal effect; % of control where 0% means no effect; nearly all actives have a fitted effect of over 60% in size
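Step 1: seed 2,000 HEK293T ELG1-luciferase cells per well. Step 2: add compound or DMSO, incubate 16 hr at 37 °C. Step 3: ONE-Glo, 30 min at room temperature, read luminescence.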
uPA surface inh – blocks generation of uPA at the cell surface; Potency, µM (highest dose often 38.3 µM), for the others: at the top dose activity change, negative = inhibition, hits mostly inhibitors; AID 540303; cell surface uPA generation assay, qHTS; actives 0.31% (n = 330,000); active = well fitted inhibition curve with a large enough effect; inconclusive = small, poorly fitted or top-dose-only effect; inactive = no such curve, though single readings can be large or run the other way; tested in mouse RAW 264.7 cells; note: potency is the fitted concentration of half-maximal effect; % is set by controls: 0 for no effect and ±100 for the full control effect; nearly all actives have a fitted effect of over 55% in size
Gal4-VP16 FLuc – inhibits Gal4-VP16 luciferase reporter, ROR gamma counter-screen; Drosophila S2 Gal4-VP16 UAS-luciferase, luminescence, 20 h; actives 3.5% (n = 310,000); AID 2546; Potency, µM (doses to about 53.6 µM), inactives show at the top dose activity, negative = inhibition, most hits filed as inhibitors;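 note: Gal4-VP16 expression switched on by copper sulfate through the metallothionein promoter; potency is the fitted concentration of half-maximal effect; % is set by controls: 0 for no effect and ±100 for the full control effect; nearly all actives have a fitted effect of over 50% in size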
Tb PFK block – inhibitors of T. brucei phosphofructokinase. O15648. T. brucei PFK, ADP-Glo luminescence. Potency, µM (top dose mostly 57.5 µM), for the others: at the top dose activity, negative = inhibition, actives largely listed as inhibitors. actives 0.17% (n = 330,000). AID 485367;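 note: potency is the fitted concentration of half-maximal effect; 0% = uninhibited 1x PFK enzyme wells and -100% = no-enzyme wells; nearly all actives have a fitted effect of over 60% in size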
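Luminescent ADP detection (ADP-Glo, two-step: ATP depletion then ADP-to-ATP conversion for luciferase) reported PFK activity after 45 min room-temperature reaction of 1.25 nM enzyme with 0.5 mM F6P and 0.1 mM ATP at pH 8.0.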
Rab9 promoter act – activators of Rab9 promoter. Huh7 Rab9 promoter-luciferase reporter, luminescence, 24 h. Potency, µM (top dose mostly 9.22 µM), for inactives: top-dose activation, negative = inhibition, usual class: activators. actives 2.8% (n = 320,000); note: potency is the fitted concentration of half-maximal effect; % of control where 0% means no effect; nearly all actives have a fitted effect of over 60% in size
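Promoter activation is measured as luciferase luminescence in Huh7 cells stably transfected with a Rab9 promoter–luciferase construct, following 24 h compound exposure at 37 °C and 10 min reagent incubation at ambient temperature.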
NPC1 promoter act – activators of NPC1 promoter | Potency, µM (top dose mostly 9.22 µM), inactives show top-dose activation, most hits filed as activators | actives 2.4% (n = 320,000) | Huh7 NPC1 promoter luciferase reporter, 24 h;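 note: potency is the fitted concentration of half-maximal effect; % of control where 0% means no effect; nearly all actives have a fitted effect of over 60% in size; reporter is driven by a mutant NPC1 promoter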
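NPC1 promoter–luciferase Huh7 cells; 24 h compound; luminescence.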
Coupling enz – coupling enzyme interference in Giardia aldolase counter-screen; coupling enzyme system counterscreen, AmpLite Red fluorescence; activity change, negative = inhibition, % at 58.2 µM, hits read low; actives 0.67% (n = 290,000); AID 2472; in the data active = activity change below about -30%; note: % is set by controls: 0 for no effect and ±100 for the full control effect
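Coupling enzymes only (glyceraldehyde-3-phosphate) + compound, at 57.5 uM final, 10 min RT; add substrate/coupling/AmpLite Red mix, 20 min RT; fluorescence ex 525/em 598 nm. Actives flag coupling-system interference.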
Giardia killer – kills Giardia lamblia; Giardia lamblia trophozoite viability; activity change, % at 7.66 µM, hits read low; actives 0.15% (n = 340,000); in the data active = activity change below about -80%; inconclusive = between about -30% and that limit;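 note: parasites exposed to compound for two days anaerobically before the ATP read; % is set by controls: 0 for no effect and ±100 for the full control effect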
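Trophozoite viability was measured as ATP-dependent luminescence, read 15-30 min after reagent addition. Before that, parasites at 100 cells/well were exposed to compounds for 48 h, anaerobically, at 37 deg C.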
FLuc counter – inhibits or activates purified firefly luciferase, miR-21 counter-screen; P08659; purified FLuc, Km substrates, luminescence inhibition; Potency, µM (titrated, usually from 57.5 µM), without a hit: at the highest dose activity change, negative = inhibition, most hits filed as inhibitors; actives 6.9% (n = 360,000); AID 588342;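 note: potency is the fitted concentration of half-maximal effect; plate controls were vehicle for no effect and reference inhibitor for full effect; nearly all actives have a fitted effect of over 55% in size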
Target sequence (P08659 whole entry, looked up): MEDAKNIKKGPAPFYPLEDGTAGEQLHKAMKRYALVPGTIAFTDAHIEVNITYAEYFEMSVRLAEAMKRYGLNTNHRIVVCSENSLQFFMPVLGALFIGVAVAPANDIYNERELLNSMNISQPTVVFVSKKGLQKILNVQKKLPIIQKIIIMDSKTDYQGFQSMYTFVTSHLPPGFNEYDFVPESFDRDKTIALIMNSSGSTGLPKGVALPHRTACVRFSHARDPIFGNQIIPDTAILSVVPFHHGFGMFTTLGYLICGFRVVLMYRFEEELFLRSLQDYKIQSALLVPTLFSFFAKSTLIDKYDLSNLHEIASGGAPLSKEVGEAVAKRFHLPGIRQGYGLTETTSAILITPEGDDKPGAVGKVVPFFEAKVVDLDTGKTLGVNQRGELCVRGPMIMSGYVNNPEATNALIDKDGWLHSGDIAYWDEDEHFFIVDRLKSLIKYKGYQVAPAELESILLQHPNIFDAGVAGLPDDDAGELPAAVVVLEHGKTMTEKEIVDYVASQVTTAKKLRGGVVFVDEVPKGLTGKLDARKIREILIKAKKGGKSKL
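Biochemical qHTS of compounds, final roughly 60 µM downward over six points, against 10 nM purified firefly luciferase using Km concentrations of substrates (10 uM D-luciferin, 10 uM ATP) in Tris acetate pH 7.5 buffer; luminescence output.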
RORgamma inh – inhibitors of mouse ROR gamma transcriptional activity; AID 2551; actives 5.4% (n = 310,000); P51450; Potency, µM (highest dose often 53.6 µM), inactives show top-dose activity change, negative = inhibition, hits mostly inhibitors; Drosophila S2 Gal4-RORgamma UAS-luciferase reporter, 20 h; note: potency is the fitted concentration of half-maximal effect; % is set by controls: 0 for no effect and ±100 for the full control effect; nearly all actives have a fitted effect of over 60% in size
Target sequence (P51450 whole entry, looked up, the tested form may be a part): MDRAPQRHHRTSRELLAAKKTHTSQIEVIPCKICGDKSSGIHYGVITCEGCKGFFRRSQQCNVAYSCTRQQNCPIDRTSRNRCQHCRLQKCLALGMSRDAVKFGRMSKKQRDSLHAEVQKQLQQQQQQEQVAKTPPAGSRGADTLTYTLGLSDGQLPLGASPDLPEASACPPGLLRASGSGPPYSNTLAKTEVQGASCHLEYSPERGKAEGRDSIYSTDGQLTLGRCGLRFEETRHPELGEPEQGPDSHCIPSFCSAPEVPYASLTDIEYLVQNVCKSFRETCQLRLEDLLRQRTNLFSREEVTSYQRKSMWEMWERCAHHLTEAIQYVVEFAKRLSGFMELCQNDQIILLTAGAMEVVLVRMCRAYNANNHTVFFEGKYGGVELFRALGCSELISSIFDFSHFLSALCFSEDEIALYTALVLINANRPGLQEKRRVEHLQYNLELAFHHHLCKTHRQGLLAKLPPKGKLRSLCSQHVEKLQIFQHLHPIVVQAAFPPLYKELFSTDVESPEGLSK
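Using a luciferase readout, inhibitors were identified by reduced reporter activity in Drosophila cells coexpressing a copper-inducible Gal4–ROR gamma fusion and UAS-driven Photinus luciferase, incubated 20 hr after 700 uM copper sulfate.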
Active calls of the source: *; ? = inconclusive; nt = not tested or not shown; & = joins results of further samples; [ ] = dose if it differs, or a comment. Unless noted, calls come from the whole dose curve; as a rule, active = well fitted curve in the direction sought with a large enough effect; inconclusive = small, poorly fitted or top-dose-only effect, or another doubt; inactive = no such curve, though single readings can be large; an effect the other way counts as inactive or inconclusive.

SMILES | KCNH2 3.1 inh | ELG1 genotoxic | uPA surface inh | Gal4-VP16 FLuc | Tb PFK block | Rab9 promoter act | NPC1 promoter act | Coupling enz | Giardia killer | FLuc counter | RORgamma inh
COc1ccc(C2CC(O)(c3ccccc3)Oc3cc(OC)ccc32)cc1 (centres undefined) | -12 | -2% | ? | ? | 7% | -2% | -2% | -8&-9 | -9&-2 | -14% | ?
CCN1CCN(CC(=O)c2c[nH]c3ccc(C)cc23)CC1 | 8 | -1% | 2% | 9% | -1% | 3% | 0% | 0 | 6 | -1% | -22%
COc1cc2cc(C#N)c(SCC(=O)Nc3cc(C)on3)nc2cc1OC | -18 | -1% | 1% | 18% | ? | 0% | 2% | 3 | 1 | 5% | 15%
CC(C)[C@H](NC(=O)c1ccccc1F)C(=O)NNC(=O)c1cccs1 | 4 | 0% | -5% | nt | -7% | nt | nt | nt | 9 | nt | nt
COc1ccc(/C=N/Nc2cn[nH]c(=O)c2Cl)cc1 | -10 | 21µM* | -6% | 8% | -2% | 24% | 18% | 0 | -5 | ? | -21%
COc1ccc(-c2oc(=O)c3cc(OC)c(OC)cc3c2-c2cc(F)cc(OC)c2)cc1 | 8 | -1% | -9% | nt | 0% | -5% | -2% | nt | -1 | 2% | nt
COC(=O)CNC(=O)C(Cc1c[nH]c2ccccc12)NC(=O)Oc1ccccc1 (centres undefined) | 0 | -1% | 2% | -3% | 0% | -3% | 0% | 0 | 4 | -3% | 10%
O=C(Cc1ccccc1)NC1(Cc2ccc(O)cc2)CCCCC1 | -15 | -5% | 8% | 4% | 0% | -2% | 1% | 2 | 16 | 1% | -14%
CCCn1c(=S)[nH]c2cc(C(=O)NCC3CCCO3)ccc2c1=O (centres undefined) | 15 | -3% | -3% | -24% | 2% | 0% | -4% | 0 | 8 | 0% | -30%
CCCNC(=O)c1ccc(-c2nc3ccccc3s2)s1 | -1 | 0.21µM* | -14% | ? | -11% | 0.71µM* | ? | 1 | ? | 0.34µM* | 11µM*
CC(C)C(NC(=O)c1ccccc1Cl)C(=O)OCc1nc2scc(-c3ccccc3Cl)c2c(=O)[nH]1 (centres undefined) | -16 | -4% | -1% | -6% | 0% | 2% | 0% | 0 | -26 | -1% | ?
Cc1ccc(C(=O)N2CCN(c3ccccc3Cl)CC2)cc1[N+](=O)[O-] | 0 | -6% | 7% | 3% | 8% | 3% | -3% | 1 | -15 | 3% | ?
CCCCN(CCCNC(=O)C1CCN(S(=O)(=O)N2CCOCC2)CC1)c1ccccc1 | -23 | -9% | 4% | -1% | 4% | 8% | -1% | 3 | 0 | 2% | ?
O=C(O)c1ccccc1OC(C(=O)Nc1cc(Cl)cc(Cl)c1)c1ccccc1 (centres undefined) | -21 | 5% | 0% | -7% | 2% | 12% | 8% | -3 | 13 | 0% | 10%
COc1cccc(Cn2c(C3CC3)nc3ccc(NC(=O)c4ccco4)cc3c2=O)c1 | nt | -5% | nt | -1% | -2% | -3% | 2% | 1 | nt | -13% | ?
CCC(C)(C)C1CCC(=NNC(=O)c2ccc(Br)o2)CC1 (centres undefined) | 4 | 4% | -2% | 5% | 9% | 0% | -5% | 0 | -13 | -17% | 11µM*
CC(C)(C)C(=O)NC(=S)Nc1cc(C(=O)O)ccc1Cl | 0 | -3% | 0% | -11% | -1% | 2% | -3% | 7 | -8 | 2% | 16%
Cc1nn(Cc2ccc(Cl)cc2Cl)c(C)c1NC(=O)c1sc2ccccc2c1Cl | -5 | -1% | -1% | -5% | 5% | -21% | -4% | 2 | -15 | -2% | -28%
COc1ccc(Cc2nc3ccccc3[nH]c2=O)cc1 | -17 | 7% | -4% | 8% | 2% | 4% | -2% | -1 | -10 | 1%&-2% | 10%
Cc1cc(-c2nn3c(-c4ccccc4)nnc3s2)c2ccccc2n1 | -5 | 0% | nt | 1%[0.365 µM] | 1% | -15% | -3% | 1 | -12 | 1% | 9%
O=C(c1cncc(Br)c1)N1CCN(c2ccc(N3CCOCC3)nn2)CC1 | 2 | -3% | -10% | -3% | 2% | -6% | 0% | 1 | -13 | 2% | 4%
CC[C@]1(C(=O)OC)[C@H]2C(=O)N(Cc3ccccc3)C(=O)[C@H]2[C@H]2CN=C(SCc3ccccc3)N21 | 15 | -1% | -1% | nt | -4% | nt | nt | nt | -3 | nt | nt
COC(=O)c1ccccc1NC(=S)NC(=O)c1ccccc1F | 2 | 10% | -5% | ? | -8% | -2% | -4% | -1 | 2 | -18% | 13µM*
Cc1cccc(C)c1NC(=O)C1(N(Cc2ccco2)C(=O)Cn2nnnc2N)CCCCC1 | 3 | -2% | 0% | 8% | -2% | 1% | -3% | -1 | 8 | -1% | 2%
Cc1ccc(Nc2nc(N3CCOCC3)c3ccccc3n2)cc1 | -2 | -12% | 8% | ? | -1% | -5% | 1% | -1 | -7 | ? | 23%
CC1SCC(NC(=O)c2ccccc2Cl)CS1 (centres undefined) | 8 | ? | -10% | ? | 0% | 4.5µM* | ? | -2 | -23 | 17µM* | 7%
Cc1ccc(N2C(=O)N(CC(=O)N3CCCc4ccccc43)C(=O)C2C)cc1 (centres undefined) | -3 | -5% | nt | -3% | -4% | 1% | 1% | nt | -18 | -4% | 11%
Cn1cnnc1-c1cccc(NC(=O)c2cc(F)c(F)cc2Cl)c1 | -9 | 10% | -3% | 3% | -1% | -7% | -5% | 0 | 4 | -1% | -1%
Cc1cc(C)c2cc(CNC3CCCC3)c(Cl)nc2c1 | 4 | 0% | -1% | 1% | ? | -16% | 0% | -3 | -11 | -4% | -5%
Cc1nc(SC(C)C(=O)NC2CCCCC2C)c2c(C)c(C)sc2n1 (centres undefined) | 9 | -7% | 13% | 0% | -3% | -1% | -2% | 1 | 18 | -1% | -44%
Cc1ccc(NC(=O)CN(C)C(=O)CSc2nnc(C)s2)cc1 | 3 | 1% | 6% | nt | 1% | nt | nt | nt | 15 | nt | nt
Cc1ccc(C(=O)OCC(=O)NCc2ccc(F)cc2)o1 | -1 | -1% | -6% | nt | 0% | 1% | -2% | nt | 9 | 5% | nt
CCCC(=O)Nc1ccc(C(=O)NN=C(C2CC2)C2CC2)cc1 | -5 | 0% | 3% | -21% | 8% | -2% | 3% | 2 | 4 | 0% | -1%
CC1(C)CC(=O)C2=C(C1)Nc1ccccc1NC2c1cccs1 (centres undefined) | 12 | 0% | 1% | 4% | 2% | 1% | -9% | -5 | 10 | -2% | 15%
CCOc1ccc(CCNC(=O)CCc2nnc3ccc(N4CCCC4)nn23)cc1OCC | 1 | -3% | 20% | -1% | 0% | -2% | 1% | 0 | 2 | 1% | 1%
Cc1ccccc1NC(=O)COc1coc(CN2CCN(c3ccccc3)CC2)cc1=O | 3 | 1% | 1% | nt | 18% | -8% | -2% | nt | 1 | 3% | nt
Oc1ccccc1/C=N/N1CCN(c2ccccn2)CC1 | -6 | ? | 5% | 9% | 2% | 2.8µM* | ? | -1 | -2 | 13µM* | 13%
C=CCNC(=O)c1ccc2nccnc2c1 | 54 | 0% | 1% | 9% | 1% | -1% | -1% | -5 | 10 | 4% | ?
CCCCOc1ccc(/C(O)=C(\C#N)c2nc3ccccc3[nH]2)cc1 | 13 | 2% | 2% | 1% | 2% | 0% | -1% | 3 | -9 | -2% | -23%
CC(C)(C)NC(=O)c1ccc2c3c(cccc13)CC2 | -11 | 1% | 0% | 22% | 6% | 5% | -1% | 1 | -4 | -3% | 9%
COc1ccc(O)c(/C=N/NC(=O)CN2CCS(=O)(=O)CC2)c1 | -33 | 0% | 0% | -7% | 0% | 0% | -1% | nt | -3 | 0% | ?
Cc1ccc(S(=O)(=O)c2cc3c(=O)n4cc(C)ccc4nc3n(CC3CCCO3)c2=N)cc1 (centres undefined) | nt | -3% | nt | -4% | 0% | 0% | 1% | 1 | nt | 0% | -6%
CNc1nc(SCc2ccccc2Cl)nc2c1CCCC2 | -5 | -4% | -10% | ? | -3% | 0% | -3% | -1 | -12 | -18% | ?
CSCCC(NC(=O)COc1ccccc1)C(=O)N1CCC(C(N)=O)CC1 (centres undefined) | -3 | -1% | 9% | nt | 0% | -4% | 0% | nt | 41[activator] | 5% | nt
COc1ccc(S(=O)(=O)N(C)c2ccc(OC(=O)C(C)Oc3ccc(F)cc3)cc2)cc1 (centres undefined) | -11 | 5% | -3% | nt | -3% | -1% | -3% | nt | -10 | 4% | nt
CCOC(=O)c1cc(-c2ccccc2)sc1NC(=S)Nc1cccc(C)n1 | 2 | 3% | 0% | -9% | 5% | 10% | -4% | 3 | 3 | 1% | 13%
COc1ccc(C(=O)NC2CCN(C(=S)NCc3ccco3)CC2)cc1 | -3 | 1% | 5% | -13% | -8% | -1% | -2% | -1 | -13 | -2% | 36%
O=C(c1[nH]ncc1[N+](=O)[O-])N1CCOCC1 | -2 | 2% | -1% | -1% | 4% | -1% | 0% | 4 | -2 | 6% | 3%
COc1ccc(CNC(=O)CCCn2nc(C)c([N+](=O)[O-])c2C)cc1 | 22 | -2% | 1% | -11% | 0% | 0% | -3% | -1 | -7 | 8% | -11%
